# Screening data: PubChem BioAssay, National Center for Advancing Translational Sciences (NCATS)
# JMJD2A Tudor inh: JMJD2A Tudor domain (human) inhibition; Potency, µM (doses to about 114 µM), inactives show top-dose activity change, negative = inhibition, actives largely listed as inhibitors; AlphaScreen JMJD2A-Tudor / H3K4me3 peptide binding; 390,000 compounds, 4.4% hits; AID 504339; O75164; note: potency is the fitted concentration of half-maximal effect; % is set by controls: 0 for no effect and ±100 for the full control effect; nearly all actives have a fitted effect of over 50% in size
# GLS inhibitor: blocks human kidney-isoform glutaminase activity; O94925; GLS enzymatic activity, qHTS titration; Potency, µM (series often up to 45.5 µM), for the others: at the highest dose activity change, negative = inhibition, most hits filed as inhibitors; 410,000 compounds, 0.21% hits; AID 624170; note: potency is the fitted concentration of half-maximal effect; % is set by controls: 0 for no effect and ±100 for the full control effect
# Target sequence (O94925 whole entry, looked up, canonical isoform): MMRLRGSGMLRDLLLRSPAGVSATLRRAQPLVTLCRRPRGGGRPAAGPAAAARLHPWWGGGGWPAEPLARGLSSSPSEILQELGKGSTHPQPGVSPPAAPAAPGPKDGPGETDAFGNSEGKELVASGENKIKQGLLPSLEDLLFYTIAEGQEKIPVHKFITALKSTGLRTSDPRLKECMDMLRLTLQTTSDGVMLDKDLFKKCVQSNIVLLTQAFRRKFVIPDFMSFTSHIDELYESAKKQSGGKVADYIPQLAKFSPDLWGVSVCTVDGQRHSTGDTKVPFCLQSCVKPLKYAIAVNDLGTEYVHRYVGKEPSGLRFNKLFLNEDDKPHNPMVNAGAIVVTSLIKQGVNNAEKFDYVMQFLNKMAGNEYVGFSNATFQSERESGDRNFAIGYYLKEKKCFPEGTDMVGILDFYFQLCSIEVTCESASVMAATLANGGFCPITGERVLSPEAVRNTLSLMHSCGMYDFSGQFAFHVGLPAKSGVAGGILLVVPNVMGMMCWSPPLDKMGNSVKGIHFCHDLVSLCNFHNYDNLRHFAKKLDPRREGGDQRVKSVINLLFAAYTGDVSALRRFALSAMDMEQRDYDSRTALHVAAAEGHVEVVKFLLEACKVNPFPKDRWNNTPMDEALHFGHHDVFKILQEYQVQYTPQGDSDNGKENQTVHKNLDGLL
#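 Compounds were pin-transferred onto hKGA, after which L-glutamine (1 mM solution) and a detection mix of glutamate oxidase, HRP and Amplex Red were added. Initial and 30 min RT fluorescence reads were collected.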
# BAZ2B inh: BAZ2B (human) inhibition; AlphaScreen BAZ2B-H3K14Ac peptide displacement; Potency, µM (doses to about 114 µM), without a hit: top-dose activity change, negative = inhibition, most hits filed as inhibitors; 360,000 compounds, 4.4% hits; AID 504333; note: potency is the fitted concentration of half-maximal effect; % is set by controls: 0 for no effect and ±100 for the full control effect; nearly all actives have a fitted effect of over 60% in size
#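 AlphaScreen displacement: compounds (up to 110uM) incubated 30 min at room temperature with a preformed 50 nM BAZ2B/50 nM biotinylated H3K14Ac peptide complex in PBS pH 7.4 with Tween-20. Donor and acceptor beads at 10 ug/mL final added, 20 min light-protected before reading.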
# G9a inh: inhibitors of human histone lysine methyltransferase G9a; Q96KQ7; G9a H3K9 monomethylation, AlphaScreen, 2 h; Potency, µM (series often up to 102 µM), for inactives: top-dose activity, negative = inhibition, usual class: inhibitors; 350,000 compounds, 8.8% hits; note: potency is the fitted concentration of half-maximal effect; % is set by controls: 0 for no effect and ±100 for the full control effect; nearly all actives have a fitted effect of over 75% in size
# Target sequence (Q96KQ7 913-1193 limits assumed): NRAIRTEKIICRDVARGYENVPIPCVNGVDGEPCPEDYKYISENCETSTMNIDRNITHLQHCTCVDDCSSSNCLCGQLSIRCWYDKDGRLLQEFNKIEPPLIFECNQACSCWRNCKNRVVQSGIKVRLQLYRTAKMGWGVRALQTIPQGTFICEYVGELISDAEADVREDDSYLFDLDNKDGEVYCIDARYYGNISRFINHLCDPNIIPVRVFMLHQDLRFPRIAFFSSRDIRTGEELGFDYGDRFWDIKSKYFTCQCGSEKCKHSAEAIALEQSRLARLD
#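 Methyltransferase reactions run at room temperature for 2 h (20 nM enzyme, 500 nM biotin-H3K9 peptide, 20 uM SAM) after a 15 min compound preincubation; product detected by AlphaScreen beads and anti-H3K9me1 antibody.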
# ERG-DNA inh: blocks human ERG Ets domain binding to DNA; P11308; fluorescence polarization, His-ERG Ets domain / labelled DNA; Potency, µM (titrated, usually from 76.9 µM), for the others: at the top dose FP activity, negative = inhibition, hits mostly inhibitors; 370,000 compounds, 0.028% hits; AID 624246; active = well fitted inhibition curve with a large enough effect in the polarisation, with a control signal flat; inconclusive = small, poorly fitted or top-dose-only effect, or effect the other way, or a change in a side signal; inactive = no such curve, though single readings can be large or run the other way; the % refers to the polarisation;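 note: polarization taken with two DNA probes labelled with fluorescein and Texas red; potency is the fitted concentration of half-maximal effect; % of control where 0% means no effect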
#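 His-tagged ERG Ets domain (1 uM in the protein solution; 300mM KCl, 50mM Tris-HCl, 1mM EDTA, 1mM DTT, pH 7.5) received compound, then a probe mix of 5 nM fluorescein-DNA and 100nM Texas-615-DNA. Fluorescence polarization was read for both dyes.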
# Pin1 inh: human Pin1 inhibition. Q13526. Pin1 FP peptide displacement, HiFluor488, 10 min. Potency, µM (top dose mostly 115 µM), inactives show at the highest dose activity, negative = inhibition, hits mostly inhibitors. 390,000 compounds, 0.009% hits. AID 504891; active = well fitted inhibition curve with a large enough effect in the polarisation, with a control signal flat, not every such curve was filed as active; inconclusive = small, poorly fitted or top-dose-only effect, or effect the other way, or a change in a side signal; inactive = no such curve, though single readings can be large or run the other way; the % refers to the polarisation; note: potency is the fitted concentration of half-maximal effect; % is set by controls: 0 for no effect and ±100 for the full control effect
# PGK inhibitor: inhibitors of T. brucei phosphoglycerate kinase | AID 602233 | Potency, µM (highest dose often 57.5 µM), for the others: at the top dose activity change, negative = inhibition, actives largely listed as inhibitors | PGK/GAPDH coupled, Kinase-Glo luminescence, 60 min | 380,000 compounds, 0.043% hits; note: potency is the fitted concentration of half-maximal effect; % is set by controls: 0 for no effect and ±100 for the full control effect; nearly all actives have a fitted effect of over 60% in size
#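 Recombinant glycosomal PGK reaction used 1,3-bisphosphoglycerate generated in-well by GAPDH (100nM final) in 100mM TEA pH 7.6, 5mM MgCl2, 0.01% Tween-20. After 60 minutes at room temperature, ATP was read by Kinase-Glo Plus luminescence end-point.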
# HP1b chromo inh: HP1-beta chromodomain-methylated histone interaction inhibition; P83916; Potency, µM (series often up to 114 µM), for inactives: at the highest dose activity change, negative = inhibition, most hits filed as inhibitors; 390,000 compounds, 0.56% hits; AlphaScreen HP1-beta / biotin-H3K9me3 peptide binding; note: potency is the fitted concentration of half-maximal effect; nearly all actives have a fitted effect of over 70% in size; inactives centre near 23
#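 AlphaScreen: HP1-beta (50 nM) preformed 30 min with biotin-H3(1-18)K9me3 peptide (50 nM) in PBS pH 7.4, 0.01% Tween-20. Compound added for 30 min at RT, then streptavidin donor/nickel chelate acceptor beads (10 ug/mL) for 30 min.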
# PI4K2A inh: inhibitors of human PI4K2A | activity change, negative = inhibition, % at 76.9 µM | AID 1346378 | purified PI4K2A, ADP-Glo luminescence, 1 h; active compounds read low | 420,000 compounds, 0.13% hits; in the data active = activity change below about -50%; inconclusive = mostly about -30% to -49%;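 note: -100% = wells without enzyme as full effect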
#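 In this quantitative HTS, ADP production by PI4K2A was quantified luminescently after 1 h at ambient temperature; 100 microM adenosine served as plate-quality control.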
# The depositor's hits bear a star; i = inactive; ? = inconclusive; · = not tested or not shown; [ ] = remark or other dose. Unless noted, calls come from the whole dose curve; as a rule, active = well fitted curve in the direction sought with a large enough effect; inconclusive = small, poorly fitted or top-dose-only effect, or another doubt; inactive = no such curve, though single readings can be large; an effect the other way counts as inactive or inconclusive.
SMILES,JMJD2A Tudor inh,GLS inhibitor,BAZ2B inh,G9a inh,ERG-DNA inh,Pin1 inh,PGK inhibitor,HP1b chromo inh,PI4K2A inh
O=C(COc1cc(F)ccc1[N+](=O)[O-])Nc1cccc(S(=O)(=O)NC2=NCCC2)c1,-3%,-3%,6%,3.2µM*,18%,-1%,-5%,21%,-2
COc1cc(N)c2ncccc2c1Cl,-3%,2%,·,·,-14%,-4%,-3%,16%[57 µM],-13
O=C1c2ccccc2C(=O)N1CN(C(=O)c1ccccc1[N+](=O)[O-])c1ccc(F)cc1,-28%,-1%,-37%,-8%[59 µM],16%,13%,-4%,-17%,1
Cc1ccccc1C(=O)Nc1ccnn1C1CCN(CCCc2ccccc2)CC1,-10%,-2%,-36%,4%,-16%,1%,-6%,21%,-4
CCn1c(SCC(=O)NCc2ccccc2)nc2nc3c(cc2c1=O)CCCC3,-20%,2%,-16%,23%[12.7 µM],0%,3%,-2%,3%,2
CCCCOC(=O)C(C)Sc1n[nH]c(=O)[nH]c1=O (stereo not drawn),-8%,15%,9%,-33%,0%,-5%,-8%,-9%,-3
Cc1ccc(CC(=O)Nc2cccnc2)cc1,-6%,-6%,-3%,8%,-9%,1%,-7%,33%,-1
COc1c(O)c(O)c2oc(-c3ccccc3)cc(=O)c2c1OC,?,45%[activator],?,-7%[12.7 µM],4%,0%,-8%,-15%,-13
CCOc1ccc(Nc2nc(-c3cccc(Cl)c3)c3c(n2)-c2ccccc2OC3)cc1,?,9%,-39%,13µM*,2%,-2%,-8%,-7%,-2
O=c1nc(Nc2ccc([N+](=O)[O-])cc2)[nH]c(=O)[nH]1,-19%,6%,-16%,14%,-1%,2%,-5%,7%,2
Cc1cc(N2CCN(S(=O)(=O)c3ccc(Cl)c(Cl)c3)CC2)c2ccccc2n1,-31%,0%,?,?,1%,6%,7%,16%,-3
COc1ccc(-c2nn(-c3ccccc3)cc2C(=O)Nc2nc(CC(C)=O)ns2)cc1,-4%,8%,-6%,-2%[59 µM],6%,11%,-3%,24%,14
COc1ccc(N2CCN(C(CNS(=O)(=O)c3ccc(OC)c(C)c3)c3ccco3)CC2)cc1 (stereo not drawn),25µM*,10%,25µM*,7.9µM*,-2%,-4%,-4%,?,0
CCn1c(CNC(=O)c2ccccc2)nnc1SCC(=O)N1CCN(c2ccccc2)CC1,0%,28%,3%,?,2%,?,11%,47%[activator],17
COc1ccc(C(=O)Nc2ccc(-c3nnc4n3CCCCC4)cc2)cc1,-10%,-13%,-1%,-2%[59 µM],-7%,-1%,1%,17%,2
CCOC(=O)c1cccc(OCC(O)CNCCOc2ccccc2F)c1 (stereo not drawn),18µM*,-4%,?,50µM*,-16%,-2%,1%,71µM*,-2
O=C(CSc1nc(O)c(C2CCCCC2)c(=O)[nH]1)N1CCOCC1,-7%,-15%,20%,·,3%,-1%,-1%,26%,1
Cc1ccc(-n2cc(CN(C)CCc3cn[nH]c3)c(-c3cccc(C)c3)n2)cc1,-11%,14%,-18%,10%[59 µM],-10%,11%,i,-2%,0
C/C(=N\NC(=O)c1ccc(CSc2nncn2C)cc1)c1ccc(Cl)cc1,1%,-1%,5%,-11%[59 µM],-3%,-5%,-1%,36%,-2
CC(C)(C)NC(=O)c1cccc(NC(=O)CSc2ccc(Cl)cc2)c1,-13%,2%,-7%,16%[59 µM],-3%,3%,-7%,17%,5
O=C(NC1CC2CCCC(C1)N2C(=O)Nc1cccc(F)c1)C1CC1 (stereo not drawn),2%,1%,0%,40%,4%,9%,5%,23%,-5
O=C(NCc1ccccn1)c1ccc(OC2CCN(Cc3ccc(Cl)s3)CC2)cc1,-28%,-2%,?,14%[0.501 µM],2%,1%,-1%,29%,-5
CC1(C#CC[N+]2(C)CCCCC2)CCC2C(O1)c1ccccc1OC2(C)C (stereo not drawn),-26%,-5%,56µM*,3.2µM*,-8%,0%,-9%,?,-11
C[C@@H](C(=O)N1CCN(C(=O)OC(C)(C)C)CC1)n1cc(CCC(=O)O)nn1,-13%,3%,-22%,-43%[59 µM],1%,5%,7%,36%,1
Cc1ccc(NC(=O)C2OCCc3ccccc32)cc1 (stereo not drawn),9%,15%,-2%,·,-10%,1%,3%,33%[activator],7

# (further entries)
SMILES,JMJD2A Tudor inh,GLS inhibitor,BAZ2B inh,G9a inh,ERG-DNA inh,Pin1 inh,PGK inhibitor,HP1b chromo inh,PI4K2A inh
O=C(Nc1cccc(C(F)(F)F)c1)C1CCCN(c2ncccn2)C1 (stereo not drawn),-3%,-11%,0%,6%[59 µM],4%,4%,i,18%,7
CC(=O)c1ccc(Nc2cc(C)nc3ccccc23)cc1,-6%,-3%,2%,?,11%,1%,-8%,21%,1
COc1ccccc1CNC(=O)COC(=O)COc1ccccc1F,-10%,1%,12%,-43%[59 µM],12%,-7%,-6%,28%,2
O=C(CNC(=O)COc1ccccc1)NCCc1ccccn1,-15%,-7%,-7%,13%[59 µM],-1%,-10%,4%,33%,-6
COc1ccc(N(CN2C(=O)C3CC=CCC3C2=O)C(=O)c2ccco2)cc1 (stereo not drawn),-9%,8%,10%,?,3%,-15%,0%,34%[activator],1
COc1ccc(C(CNC(=O)C2CCN(S(=O)(=O)c3ccc(F)cc3)CC2)N(C)C)cc1 (stereo not drawn),-21%,-3%,3%,23%,-3%,11%,-7%,12%,1
Cc1ccc(C(=O)N/C(=C\c2ccc(-c3ccccc3[N+](=O)[O-])o2)C(=O)NCCCN(C)C)cc1,?,-3%,?,50µM*,-12%,?,-5%,-13%,-9
COc1ccc(Cl)cc1NC(=O)N1CCN(C2CCCCC2)CC1,-16%,5%,-3%,-19%[59 µM],-4%,1%,i,34%,4
CC1CC1c1ccc(/C=C(\C#N)C(=O)Nc2ccc(Cl)cc2)o1 (stereo not drawn),?,14%,?,-6%[59 µM],23%,?,-2%,3%,3
COc1ccc2nc(NCc3cccnc3)sc2c1,-5%,4%,3%,?,-1%,-1%,-8%,41%[activator],4
COCCNC(=O)/C(C#N)=C/c1ccc(OC(=O)c2cccs2)c(OC)c1,-20%,4%,·,-31%,7%,6%,-3%,26%,15
COc1ccc(-c2onc(C)c2C)cc1S(=O)(=O)N1CCC(C)CC1,-9%,9%,-6%,3%[59 µM],-4%,-7%,i,32%,-5
NS(=O)(=O)c1ccc(CCNC(=O)CNCCc2ccccc2)cc1,25µM*,-2%,50µM*,50µM*,-3%,-4%,-1%,?,-13
Cc1ccc(C(=O)OCC(=O)Nc2ccccc2C(F)(F)F)cc1S(=O)(=O)N1CCCCC1,-12%,3%,-4%,-39%,-11%,1%,1%,33%,-3
C(=N/Nc1cc(N2CCOCC2)nc(N2CCOCC2)n1)/c1ccccc1,-26%,?,?,4%[59 µM],-16%,0%,i,9%,-2
CCc1nnc(NC(=O)C2CCCN2C(=O)Nc2ccccc2)s1 (stereo not drawn),-7%,0%,-21%,-21%,-3%,-3%,22%,21%,2
CCOc1ccc(S(=O)(=O)N2CCN(C(=O)c3ccncc3)CC2)cc1,-14%,4%,-3%,·,1%,0%,-3%,34%,0
O=C(Nc1ccc([N+](=O)[O-])c(NC(=O)c2cccnc2)c1)c1cccnc1,-1%,9%,·,·,-9%,3%,6%,-4%,-3
C=CCn1c(=O)c2c(nc3n2CCCN3CCc2ccccc2)n(C)c1=O,-15%,-2%,-17%[57.1 µM],-7%,-19%,-12%,-1%,24%,6
CC(C)C[C@H](NC(=O)[C@@H](Cc1ccccc1)n1c(=O)[nH]c2ccccc2c1=O)C(=O)N[C@@H](Cc1ccccc1)C(=O)O,-8%,?,-3%,12%[12.7 µM],10%,-6%,-3%,24%,-4

# Filtered by structure, the entries above with an aryl thioether with sulfur outside any ring
SMILES,JMJD2A Tudor inh,GLS inhibitor,BAZ2B inh,G9a inh,ERG-DNA inh,Pin1 inh,PGK inhibitor,HP1b chromo inh,PI4K2A inh
CCn1c(SCC(=O)NCc2ccccc2)nc2nc3c(cc2c1=O)CCCC3,-20%,2%,-16%,23%[12.7 µM],0%,3%,-2%,3%,2
CCCCOC(=O)C(C)Sc1n[nH]c(=O)[nH]c1=O (stereo not drawn),-8%,15%,9%,-33%,0%,-5%,-8%,-9%,-3
CCn1c(CNC(=O)c2ccccc2)nnc1SCC(=O)N1CCN(c2ccccc2)CC1,0%,28%,3%,?,2%,?,11%,47%[activator],17
O=C(CSc1nc(O)c(C2CCCCC2)c(=O)[nH]1)N1CCOCC1,-7%,-15%,20%,·,3%,-1%,-1%,26%,1
C/C(=N\NC(=O)c1ccc(CSc2nncn2C)cc1)c1ccc(Cl)cc1,1%,-1%,5%,-11%[59 µM],-3%,-5%,-1%,36%,-2
CC(C)(C)NC(=O)c1cccc(NC(=O)CSc2ccc(Cl)cc2)c1,-13%,2%,-7%,16%[59 µM],-3%,3%,-7%,17%,5
